# HKDC1 inhibitor – HKDC1 hexokinase inhibitors, primary screen, biochemical, fluorescence, uHTS | Q2TB90 | recombinant HKDC1, G6PDH/diaphorase resazurin coupled fluorescence | inhibition, % at 20 µM | actives 0.16% (n = 340,000);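 active means inhibition above about 35% when tested at 20 µM, limit read from the data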;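 further: plate controls were DMSO wells with enzyme for no effect and DMSO wells lacking enzyme for full effect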
#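 Assay system – recombinant HKDC1 (HK5) hexokinase enzyme, produced in-house · Input – HKDC1 at 5 µg/mL · Reagent – glucose plus 1 mM ATP as hexokinase substrates · Timing – 90 min reaction incubation at room temperature, dark · Measured by – G6PDH/diaphorase-coupled fluorescence, 1 mM NADP, 100 µM resazurin, 525/613 nm · Benchmarks – DMSO-enzyme wells negative, buffer-substituted wells positive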
# PfG6PD inh – PfG6PD enzyme inhibitors, primary screen, biochemical, fluorescence intensity, uHTS. actives 0.78% (n = 350,000). glucose-6-phosphate dehydrogenase-6-phosphogluconolactonase (Plasmodium falciparum 3D7). PfGluPho enzyme, NADPH resazurin-diaphorase fluorescence. inhibition, % at 20 µM;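 active means inhibition reaching at least a set limit at 20 µM in the primary screen, cut at about 59% in these data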;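 further: 0% = DMSO wells with substrate and 100% = DMSO wells lacking glucose-6-phosphate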
# SENP8 block-1 – SENP8 protease inhibitors, primary screen, biochemical, luminescence; Sentrin-specific protease 8 (Homo sapiens), Q96LD8; purified SENP8, Z-RLRGG-aminoluciferin cleavage; inhibition, % at 10 µM; actives 1.2% (n = 330,000); AID 2540, 2010; in the data active means inhibition above about 50%
# Target sequence (Q96LD8 whole entry, looked up): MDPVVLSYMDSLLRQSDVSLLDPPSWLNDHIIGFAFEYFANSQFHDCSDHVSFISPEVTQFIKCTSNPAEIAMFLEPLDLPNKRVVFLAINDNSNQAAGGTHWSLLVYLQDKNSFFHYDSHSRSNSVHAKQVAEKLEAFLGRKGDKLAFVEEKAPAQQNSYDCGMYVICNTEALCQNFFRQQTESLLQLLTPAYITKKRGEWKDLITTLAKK
# NALP3 yeast inh – NALP3 inflammasome inhibitors in reconstituted yeast, primary screen, luminescence, uHTS; Yeast reconstituted NLRP3/ASC/caspase-1, beta-gal luminescence, 24 h; inhibition, % at 10 µM; actives 0.39% (n = 330,000);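 active means inhibition of 50% or more; inactive means inhibition below 50%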;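 further: plate controls were induced DMSO wells for no effect and uninduced yeast grown without galactose for full effect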
# SENP8 block-2 – human SENP8 protease inhibitors, primary screen, biochemical, fluorescence, Nedd8 protein substrate, uHTS; recombinant SENP8; inhibition, % at 20 µM; actives 0.64% (n = 360,000); AID 602440, 2012; in the data active means inhibition mostly above about 40%, no sharp cut-off; inactive means mostly below about 27%
# SENP7 block – SENP7 protease inhibitors, primary screen, biochemical, luminescence, uHTS; recombinant SENP7, Z-RLRGG-aminoluciferin luminescence, 40 min; inhibition, % at 5 µM; actives 1.5% (n = 330,000);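 active means inhibition above about 50% at the single test dose, limit read from the data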;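 further: plate controls were DMSO with enzyme for no effect and no enzyme buffer wells for full effect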
# Target sequence (Q9BQF6 706-1050 limits assumed): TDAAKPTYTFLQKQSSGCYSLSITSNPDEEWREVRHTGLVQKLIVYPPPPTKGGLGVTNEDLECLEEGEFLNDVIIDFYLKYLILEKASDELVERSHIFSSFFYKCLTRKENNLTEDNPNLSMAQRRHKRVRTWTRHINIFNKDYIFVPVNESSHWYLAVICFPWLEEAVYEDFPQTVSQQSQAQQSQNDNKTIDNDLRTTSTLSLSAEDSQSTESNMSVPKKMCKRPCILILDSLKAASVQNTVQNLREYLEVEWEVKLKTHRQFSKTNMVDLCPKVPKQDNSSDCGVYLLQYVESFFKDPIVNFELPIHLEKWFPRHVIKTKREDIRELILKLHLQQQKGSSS
# SENP1 inh – human SENP1 catalytic domain inhibitors, primary screen, biochemical, FRET, uHTS | actives 0.21% (n = 360,000) | Sentrin-specific protease 1 (Homo sapiens), Q9P0U3 | inhibition, % at 10 µM | AID 624204, 2012 | recombinant SENP1 catalytic domain, CyPet-SUMO1-YPet FRET cleavage;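 active means inhibition at least 30% at 10 µM, raw YFP signal under a set limit, fluorescence ratio 0.5 to 1.5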;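 further: 0% = enzyme with DMSO and 100% = no enzyme wells; some results filed as inactive read as strong as hits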
#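 Material: hSENP1 catalytic domain, recombinant; medium: Tris pH 8 with BME, BSA, NP40 and catalase; compound: single concentration of 10 µM compound, 0.5% DMSO final; technique: FRET read of cyan and yellow fluorescence; timing: 50 min enzyme reaction, room temperature, light-protected; reagent: SFCypet-SUMO1-SFYpet substrate at 25 nM; control set: no-enzyme low, enzyme-DMSO high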
# SENP6 inh – SENP6 protease inhibitors, primary screen, biochemical, luminescence, uHTS. Sentrin-specific protease 6 (Homo sapiens), Q9GZR1. Recombinant SENP6 catalytic domain, aminoluciferin luminescence. inhibition, % at 10 µM. actives 1.8% (n = 330,000);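 active means inhibition above about 50% at the single tested dose, limit read from the data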;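 further: plate controls were DMSO wells with enzyme for no effect and DMSO wells lacking enzyme for full effect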
# Target sequence (Q9GZR1 628-1112 limits assumed): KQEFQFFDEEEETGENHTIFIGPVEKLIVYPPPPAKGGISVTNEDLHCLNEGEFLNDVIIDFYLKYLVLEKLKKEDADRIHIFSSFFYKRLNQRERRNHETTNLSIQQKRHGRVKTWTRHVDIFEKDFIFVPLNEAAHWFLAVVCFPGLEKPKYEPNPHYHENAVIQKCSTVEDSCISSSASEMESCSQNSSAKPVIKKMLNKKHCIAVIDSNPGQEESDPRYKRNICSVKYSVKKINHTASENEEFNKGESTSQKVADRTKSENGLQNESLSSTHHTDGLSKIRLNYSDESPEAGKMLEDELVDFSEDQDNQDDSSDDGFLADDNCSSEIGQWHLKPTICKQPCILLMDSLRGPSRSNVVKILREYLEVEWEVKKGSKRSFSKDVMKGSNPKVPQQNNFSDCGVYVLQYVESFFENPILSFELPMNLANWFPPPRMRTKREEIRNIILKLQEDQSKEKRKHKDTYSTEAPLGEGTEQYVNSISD
# Apaf1 inhib – inhibitors of human Apaf-1 apoptosome, primary screen, biochemical, DEVD-Rh110 fluorescence, uHTS; reconstituted apoptosome caspase-3 activity; inhibition, % at 20 µM; actives 0.71% (n = 330,000); AID 489030, 2010; active means inhibition of at least 40% at 20 µM;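 further: plate controls were DMSO wells for no effect and DEVD-CHO caspase inhibitor wells for full effect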
#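 Medium: Hepes buffer, pH 7.5 / System: biochemical Apaf-1 apoptosome reconstitution / Measured by: Rh110 fluorescence, excitation 480 nm, emission 540 nm / Times: compound with Apaf-1, dATP, procaspase-3 30 min, then 50 min reaction, room temperature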
# Numbers without * were called inactive; . = not tested or not shown.
SMILES,HKDC1 inhibitor,PfG6PD inh,SENP8 block-1,NALP3 yeast inh,SENP8 block-2,SENP7 block,SENP1 inh,SENP6 inh,Apaf1 inhib
O=C(C[C@H]1C[C@H](C(=O)N2CCOCC2)[C@@]2(CCC3CCCC3)c3[nH]c4ccc(Cl)cc4c3CCN2C1=O)NCC12CC3CC(CC(C3)C1)C2,4,2,.,.,24,-5,2,.,28
CN(CCCC(=O)NCCc1ccccc1)S(=O)(=O)c1ccc([N+](=O)[O-])cc1,-4,14,-4,10,15,5,1,-20,5
Cc1ccc(S(=O)(=O)C(CCC(=O)N2CCOCC2)S(=O)(=O)c2ccc(C)cc2)cc1,7,-16,0,1,21,-1,0,3,-6
COc1ccccc1OCc1nnc(SCCN2CCOCC2)o1,8,-15,3,15,7,-1,-3,4,3
O=C(COc1ccccc1/C=C\c1[nH]c(=O)[nH]c(=O)c1[N+](=O)[O-])Nc1ccccc1,40*,-13,.,.,4,.,-2,.,.
COc1ccccc1-c1nc(C#N)c(N2CCc3ccccc3C2)o1,-1,11,0,20,-288,0,0,-2,15
Cc1ccc(NC(=O)CCNC(=O)Cn2ccc3ccccc3c2=O)cc1F,5,9,3,0,-13,0,3,17,0
CCNC(=O)COc1cccc(C(=O)NCc2ccccc2)c1,-9,5,-1,17,6,-2,1,-36,-8
COCC1CCCCN1C(=O)c1ccc(OC2CCN(Cc3ccccn3)CC2)cc1 (stereo not drawn),-2,6,-2,22,9,1,-14,-3,7
O=c1[nH]c(SCc2cccc(F)c2)nc2c1CCCC2,-1,3,8,8,24,2,2,3,-2
Cc1nc2scc(-c3ccccc3)c2c(=O)o1,2,-2,6,37,-7,1,1,-6,2
O=C1CC2(CCN(C(=O)c3c(F)cccc3Cl)CC2)Oc2ccccc21,-2,0,-4,9,-22,5,0,0,2
CCCN(c1ccccc1F)S(=O)(=O)c1c[nH]c(C(=O)OC)c1,-3,-4,1,12,14,14,2,-29,-6
Fc1ccc(NC(=S)N2CCCCC2)cc1,-8,16,-5,2,9,6,3,-3,5
COc1cc(OC)c2c3c(c(C4CCCCC4)nc2c1)CCCC3,3,7,.,.,-379,.,-4,.,.
COc1cccc(C2=CC(=O)C(C(C)(C)C)N2C(C)(C)C)c1 (stereo not drawn),5,6,.,.,15,.,0,.,.
COc1ccc(Br)cc1CN(C)C(C)C(=O)Nc1cc([N+](=O)[O-])ccc1OC (stereo not drawn),8,10,1,4,20,0,3,2,10
CCN(CC)c1ccc(C=C2C(=O)OC3(CCCCC3)OC2=O)cc1,-1,1,-12,17,25,-5,-5,2,6
CCOc1ccc(OCCC(=O)OCC(=O)Nc2ccc(C)c(S(=O)(=O)N3CCCCC3)c2)cc1,3,7,-6,16,18,-6,4,-12,18
Cc1cc(N2CCCC2)ccc1NC(=O)COc1cccc(C(F)(F)F)c1,3,12,4,13,9,0,-1,-14,19
CC(C)N1CCN(Cc2ccc(Sc3nncn3C)o2)CC1CCO (stereo not drawn),-6,-10,-10,-3,17,-9,3,-8,6
CCc1cc(=O)oc2cc(C)c(CN3CCCCC3)c(O)c12,9,31,.,.,-58,.,-40,.,.
Cn1c(=O)oc2cc(S(=O)(=O)NCCc3ccccc3)ccc21,-2,-15,0,15,14,-1,-6,-10,-6
COC1CCN(C(=O)c2ccc(OC3CCN(CCc4ccccc4)CC3)cc2)CC1,-7,-14,3,19,-3,-9,-1,16,2
CCCc1sc(N/N=C/c2ccccn2)nc1-c1ccc(F)cc1,-12,25,-3,13,6,-5,-2,-9,13
CCN(CC)C(=O)CSc1nc2sc(C)c(C)c2c(=O)[nH]1,6,-3,-12,15,18,-4,-9,-2,8
CN(C(=O)c1ccc(=O)[nH]c1)C1(C(=O)NC2CCCCC2)CCCCC1,-4,5,-11,11,6,-4,-4,-10,10
CC1CCCCN1S(=O)(=O)c1ccc(C(=O)N2CCOCC2)cc1 (stereo not drawn),-4,10,-3,6,8,8,1,-30,1
CCN(CC)S(=O)(=O)c1ccc(N2CCOCC2)c(NC(=O)c2cc(C)cc(C)c2)c1,-9,8,-12,7,6,-6,-1,-21,18
Cc1onc(-c2ccccc2Cl)c1C(=O)NCCn1c(C)cc2ccccc21,4,-1,-6,4,-61,-12,-60,0,38

# Rewritten with bars between the fields: entries from further up.
Structure | HKDC1 inhibitor | PfG6PD inh | SENP8 block-1 | NALP3 yeast inh | SENP8 block-2 | SENP7 block | SENP1 inh | SENP6 inh | Apaf1 inhib
Cn1c(=O)oc2cc(S(=O)(=O)NCCc3ccccc3)ccc21 | -2 | -15 | 0 | 15 | 14 | -1 | -6 | -10 | -6
COC1CCN(C(=O)c2ccc(OC3CCN(CCc4ccccc4)CC3)cc2)CC1 | -7 | -14 | 3 | 19 | -3 | -9 | -1 | 16 | 2

# (more compounds)
SMILES,HKDC1 inhibitor,PfG6PD inh,SENP8 block-1,NALP3 yeast inh,SENP8 block-2,SENP7 block,SENP1 inh,SENP6 inh,Apaf1 inhib
O=C(NC(=S)Nc1ccc(Cl)cc1)c1cncc(Br)c1,-2,7,-8,21,19,0,0,-10,-3
O=C(CNC(=O)c1ccc(N2C(=O)c3ccccc3C2=O)cc1)OCC(=O)c1cccc2ccccc12,-6,10,9,7,25,0,1,13,13
Cc1cccc(C(=O)Nc2cc(Cl)ccc2-n2cncn2)c1[N+](=O)[O-],1,3,-6,1,-4,2,1,-1,7
O=C(O)c1ccc(-c2nc3scc(-c4ccccc4)c3c(=O)[nH]2)cc1,-1,2,32,2,-405,25,11,61*,0
O=C1C(Cc2ccc(F)cc2)SC(=Nc2ccccc2)N1c1ccccc1 (stereo not drawn),9,-13,-13,2,7,-6,-1,-21,27
Cc1cccc(N2CCN(C(=O)C3CCN(c4ncnc5c4nc4n5CCCCC4)CC3)CC2C)c1 (stereo not drawn),5,-22,-1,1,13,-3,0,3,21
O=C(c1cc2ccccc2oc1=O)N1CCN(c2ncccn2)CC1,-3,-7,-1,6,15,-8,-4,-11,2
CC(C)C[C@@H](CNCC(=O)[C@H](Cc1ccccc1)NC(=O)c1[nH]cnc1C(=O)N[C@@H](C)CN)NC(=O)c1nc[nH]c1C(=O)N[C@@H](C)C(=O)O,4,7,.,.,9,.,0,.,.
CC(=O)O[C@@H]1[C@H]2[C@@H](C[C@@H](C)[C@@H]3CCC(=O)[C@@]13C)OC(=O)[C@@H]2C,-5,-12,0,8,10,-3,0,-3,-6
COc1ccc(NC(=O)c2ccc(-n3nc(C)cc3C)cc2)cc1OC,-6,1,-3,0,25,12,-2,-5,12
O=C(N1CCOCC1)N(CCN1CCOCC1)Cc1cccc(Cl)c1,-6,2,0,13,15,11,1,-7,2
COc1ccc(NC(=O)COc2ccccc2)cc1NC(=O)c1ccco1,0,-12,-7,29,9,-6,2,4,6
CC1(C)CC2(CC(c3cccs3)c3cc(Cl)c(O)cc3O2)NC(=S)N1 (stereo not drawn),1,9,-1,23,27,-1,3,2,13
Cc1cccc(CC2CC(=O)N(CCc3ccc4c(c3)OCO4)C2=O)c1 (stereo not drawn),-3,3,-9,21,0,0,0,-14,5
CC(=O)Nc1ccc(NC(=O)c2ccccc2S(=O)(=O)c2ccc([N+](=O)[O-])cc2)cc1,-10,8,-13,22,11,-9,4,2,-7
Cc1ccc(S(=O)(=O)n2oc(=O)c(C3CCCCC3)c2N)cc1,0,15,.,.,8,.,2,.,.
COc1ccc(-c2ccnc3nc(-n4cccc4)nn23)cc1,9,6,-2,23,-354,-8,-1,-1,-7
COc1ccc(S(=O)(=O)N/N=C(/C)c2ccncc2)cc1OC,-1,10,2,4,0,6,3,2,6
CCOc1ccc(NC(=O)CCn2c(=S)oc3ccccc32)cc1,-1,12,-1,5,21,9,2,5,2
NC(=O)CC(NC(=O)Cc1ccc(Br)cc1)c1ccc(NC2CCCCCC2)c([N+](=O)[O-])c1 (stereo not drawn),-4,5,-8,25,40,1,8,-1,22
COc1ccccc1C(=O)C1CCCN(C(=O)c2cnn(C(C)C)c2)C1 (stereo not drawn),-4,-9,-7,25,10,13,0,-16,-14
Cn1cnnc1SCC(=O)Nc1ccccc1C(=O)NC1CC1,0,-7,-1,-17,7,4,0,5,0
CCOc1ccccc1NC(=O)c1c(Br)cnn1C,-2,-10,-4,18,10,-2,2,8,11
Cc1cccc(N(C(=O)CCC(=O)Nc2ccccn2)C(C(=O)NC(C)C)c2ccc(F)cc2)c1 (stereo not drawn),-4,-8,-11,-39,8,-12,2,-16,21
O=C(CCSCc1ccc(Cl)cc1)NC1CCCC1,0,1,-3,28,13,-3,0,-22,-6
CC1CN/C(=C\C(=O)c2ccccc2)C(=O)N1 (stereo not drawn),-6,-11,-17,19,9,-11,1,-22,6
CCOC(=O)Cc1csc(NS(=O)(=O)c2ccc([N+](=O)[O-])cc2)n1,0,-22,1,14,22,1,2,8,7
COC(=O)c1ccc(NC(=S)N2CCCC2)cc1,10,-14,-8,10,24,-5,1,-17,3
CCCOc1ccccc1C(=O)NC(CO)C(=O)O (stereo not drawn),1,-6,-12,16,28,-4,2,-20,-11
O=C(NCCCO)c1cc2c(cn1)[nH]c1ccccc12,1,21,-3,7,-162,2,-2,3,2
COc1ccc(N(C(=O)c2snc(C(N)=O)c2N)C(C(=O)NC2CCCCC2)c2ccc(C)o2)c(OC)c1 (stereo not drawn),0,-4,9,10,-294,5,-6,11,13
CC(=O)C1=C(Nc2ccc(C)cc2)CC(C)(O)C(C(C)=O)C1c1ccco1 (stereo not drawn),2,6,1,6,11,9,-5,-1,11
Cc1ccccc1CC(=O)NCCN1CCOCC1,3,-1,-4,-8,6,-18,0,3,4
CC(C)(CN1CCCCC1)NS(=O)(=O)c1ccc(Cl)cc1,-4,-8,-12,2,14,-10,0,-19,-2
COCCN(C(=O)c1cccc(OC)c1)c1nnc(-c2ccncc2)s1,-2,10,1,26,-5,-1,-1,-2,0
Cc1ccc(N(C(=O)C2CCCO2)C2C=CS(=O)(=O)C2)cc1Cl (stereo not drawn),12,-1,-1,8,7,-9,2,-42,10
COc1ccc(-c2nnc(SCC(=O)NCc3cccs3)n2C(C)C)cc1,-6,7,-1,1,27,0,0,-13,5
C=CC[C@H](CC(=O)N(CCO)Cc1ccccc1)C(=O)N[C@@H](COC(=O)[C@H](CC=C)CC(=O)OC(C)(C)C)Cc1c[nH]c2ccccc12,2,19,5,1,5,-1,0,-5,15
CN(Cc1ccccc1)C(=O)COC(=O)c1ccccc1NS(=O)(=O)c1cccc(N)c1,19,-7,3,17,12,6,3,-5,15

# Source: PubChem BioAssay (Sanford-Burnham Center for Chemical Genomics)

# Rows are unselected. Share with any hit: about 4.1%.
